# Compound activity as filed in PubChem BioAssay.
# NPY-Y2 antag = antagonists of human neuropeptide Y receptor Y2. 140,000 compounds, 0.99% hits. inhibition, % at 2.7 µM. P49146. NPY-Y2 expressing cells, antagonist mode; in the data active means inhibition above about 17%;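 further: 0% = vehicle with agonist challenge and 100% = reference antagonist with challenge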
# Target sequence (P49146 whole entry, looked up): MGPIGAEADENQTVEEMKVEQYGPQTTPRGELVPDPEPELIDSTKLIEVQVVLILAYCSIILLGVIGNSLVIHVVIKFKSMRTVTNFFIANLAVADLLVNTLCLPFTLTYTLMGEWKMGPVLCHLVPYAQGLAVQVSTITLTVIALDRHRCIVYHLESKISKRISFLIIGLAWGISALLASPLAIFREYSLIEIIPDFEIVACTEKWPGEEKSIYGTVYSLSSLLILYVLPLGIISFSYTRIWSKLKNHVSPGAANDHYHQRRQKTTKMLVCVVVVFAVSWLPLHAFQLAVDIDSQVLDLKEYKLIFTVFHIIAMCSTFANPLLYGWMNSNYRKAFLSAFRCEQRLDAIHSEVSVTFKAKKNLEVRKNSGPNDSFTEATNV
# Yeast lifespan up = yeast lifespan extension; S. cerevisiae growth with nicotinamide, OD615; deaD strain in restrictive glucose medium; inhibition of the nicotinamide effect, % at 10 µM; 130,000 compounds, 0.68% hits; AID 775;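 active means inhibition above a set limit, placed 3 SD over the median of all compounds, cut at about 26% in these data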;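 further: 0% = nicotinamide-treated wells and 100% = cells grown without nicotinamide; some compounds called inactive have numbers as strong as hits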
#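 Assay system: DeaD-strain S. cerevisiae. Medium: CSMM-D glucose medium, restrictive. Reagent: nicotinamide, 1.5 mM, co-present with compound. Compound: 10 µM single point, 0.25% DMSO. Schedule: culture preincubation 4 h, compound exposure 48 h, both 30 °C. Detection: absorbance at 615 nm.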
# Yeast growth inh = chemicals that inhibit yeast BB579 growth in restrictive medium (lifespan-shortening candidates). inhibition, % at 10 µM. 140,000 compounds, 0.51% hits. S. cerevisiae BB579 growth, OD615, 48 h;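 active means inhibition above a set limit, 3 SD over the mean compound inhibition, cut at about 44% in these data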; further: inactives centre near -24
#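 Test system: DeaD yeast strain BB579 / Buffer or medium: restrictive glucose-based CSMM-D medium / Doses: single 10 µM dose / Schedule: 4 h cell preincubation, 48 h compound exposure, 30 °C humidified / Technique: culture absorbance at 615 nm / Controls: amphotericin B positive control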
# GALR2 blocker = blocks the human galanin receptor 2 | O43603 | GALR2-expressing cells, antagonist mode | inhibition, % at 4 µM | 140,000 compounds, 0.39% hits | AID 828; in the data active means inhibition above about 27%;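 further: cells stimulated with galanin 1-16 at roughly its EC80; 0% = agonist challenge control and 100% = basal control without agonist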
# Target sequence (O43603 whole entry, looked up): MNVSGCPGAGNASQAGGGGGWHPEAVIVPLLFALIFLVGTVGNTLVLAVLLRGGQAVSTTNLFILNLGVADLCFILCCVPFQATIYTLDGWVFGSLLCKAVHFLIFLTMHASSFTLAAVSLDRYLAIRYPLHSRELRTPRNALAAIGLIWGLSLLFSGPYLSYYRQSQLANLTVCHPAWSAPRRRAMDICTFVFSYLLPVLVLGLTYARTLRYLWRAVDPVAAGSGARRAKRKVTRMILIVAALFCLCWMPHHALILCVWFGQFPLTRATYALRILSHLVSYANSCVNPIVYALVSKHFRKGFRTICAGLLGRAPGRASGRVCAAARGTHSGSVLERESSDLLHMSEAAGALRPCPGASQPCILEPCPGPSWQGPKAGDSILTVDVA
# Phagocytosis inh = blocks phagocytosis by macrophages | 110,000 compounds, 0.07% hits | J774A.1 macrophage IgG-bead phagocytosis, imaging | inhibition, % at 5 µM;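 active means inhibition above the mean of the plate negative controls plus 5 SD, cut at about 13% in these data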;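 further: phagocytic index as fraction of beads internalized from green versus red external bead signal; plate controls were DMSO negative control for no effect and cytochalasin-D positive control for full effect; some results beyond the cut were filed as inactive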
# HCT116 bCat-KO = beta-catenin-lacking colon tumor cell growth suppression; HCT116 beta-catenin knockout viability, CellTiter-Glo, 60 h; hits give low values; viability, % at 10 µM; 140,000 compounds, 1.5% hits; AID 818;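 active means viability at or under a set limit, the compound median less 4 SD, cut at about 6% in these data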;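 further: 0% = Hyamine 1622 control at 20 µM and 100% = untreated cell control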
# PTEN del growth = suppresses growth of cells with PTEN deletion; HCT116 PTEN-null viability, CellTiter-Glo, 60 h; hits give low values; viability, % at 10 µM; 140,000 compounds, 1.2% hits; AID 827;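 active means viability at or below a set limit, 4 SD under the median of all tested compounds, cut at about 3.7% in these data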;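 further: PTEN knockout HCT116 line with beta catenin targeted HCT116 as companion control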
# Measles CPE = protection of cells from measles virus. Measles virus-infected cells, CPE protection, absorbance. protection (pct of control), % at 4 µM. 140,000 compounds, 1.5% hits. AID 841; in the data active means protection mostly above about 24%, no sharp cut-off; inactive means mostly below about 26%; further: some compounds called inactive have numbers as strong as hits
# E-sel TNF inh = blocks E-selectin expression induced by TNF alpha | HUVEC TNFa-induced E-selectin immunofluorescence, high content | inhibition, % at 2 µM | 120,000 compounds, 0.71% hits;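 active means inhibition above the batch mean plus 3 SD, and confirmed as a hit on visual image review, cut at about 43% in these data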;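 further: 0% = TNF-stimulated DMSO wells and 100% = unstimulated control wells; not every result past the cut was called active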
# MRP-1 activ = activates MRP-1; 140,000 compounds, 0.61% hits; viability increase, % at 10 µM; H69AR cells + doxorubicin, viability rescue, CellTiter-Glo; AID 799;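 active means viability gain under doxorubicin at or above a set limit, the compound median plus 3 SD, cut at about 4.7% in these data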;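 further: MRP-1 overexpressing cells given doxorubicin 25 µM after compound pretreatment; 18-22 h compound pretreatment then 72 h with doxorubicin before readout; 0% = doxorubicin-only wells and 100% = vehicle-treated cells without doxorubicin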
# * = called active by the depositor; . = not tested or not shown; & = joins results of further samples.
SMILES,NPY-Y2 antag,Yeast lifespan up,Yeast growth inh,GALR2 blocker,Phagocytosis inh,HCT116 bCat-KO,PTEN del growth,Measles CPE,E-sel TNF inh,MRP-1 activ
NC(=O)c1ccc(-n2nnnc2SCC(=O)Nc2ccccc2-c2ccccc2)cc1,-2,-20,2,10,0,71,74,11,42,-0.7
CN(C)S(=O)(=O)c1ccc(C(=O)NCCOc2ccccc2)cc1,-1,-7,-30,2,1,92,99,1,-9,-0.1
O=C(Nc1cnc2sccn2c1=O)c1ccc(Cl)cc1Cl,1,-16,-37,-17,-2,50,46,5,13,-1.2
Cc1nc2c(=O)n(C)c(=O)[nH]c2n1Cc1ccccc1,1,-12,20,-14,-5,107,94,4,.,-0.5
COc1ccccc1[C@@H]1C(c2ccc(F)cc2)=NN(c2ccccc2)[C@H]1C(=O)N1CCOC1=O,-2,12,-45,2,.,74,60,6,-6,-2.8
COc1ccc(-c2nc3n(c(=O)c2C#N)CCCS3)cc1,-1,-25,-38,-8,-1,99,97,11,-13,0.3
Cc1ccc(S(=O)(=O)N(C(=O)c2ccco2)c2cc3sc(=O)oc3c3ccccc23)cc1,0,-6,-52,0,-3,62,64,17,.,-3.9
CCc1ccc(N(C(C)=O)C2C=CS(=O)(=O)C2)cc1 (centres undefined),3,-9,-55,10,-1,98,101,8,7,-0.3
C=CCn1c(Oc2cc(C)ccc2C)nc2c1c(=O)n(C)c(=O)n2C,4,-21,-11,-3,-2,85,77,2,-3,1.6
CCN(CC)S(=O)(=O)c1cccc(C(=O)NC(C(=O)NC2=NCCS2)C(C)C)c1 (centres undefined),-1,-24,-16,0,-1,88,105,9,.,-1.3
Cc1cc(/C=C(/C#N)C(=O)Nc2ccc(Cl)cc2)c(C)n1-c1cccnc1,5,1,-24,-4,-6,89,95,5,-3,-1.4
COc1ccccc1NC(=O)C(CC=C(Cl)Cl)C(C)=O (centres undefined),4,-6,-31,-1,-3,90,95,4,-10,0.2

# An excerpt from above in order of length of the SMILES, descending:
SMILES,NPY-Y2 antag,Yeast lifespan up,Yeast growth inh,GALR2 blocker,Phagocytosis inh,HCT116 bCat-KO,PTEN del growth,Measles CPE,E-sel TNF inh,MRP-1 activ
CCN(CC)S(=O)(=O)c1cccc(C(=O)NC(C(=O)NC2=NCCS2)C(C)C)c1 (centres undefined),-1,-24,-16,0,-1,88,105,9,.,-1.3
CN(C)S(=O)(=O)c1ccc(C(=O)NCCOc2ccccc2)cc1,-1,-7,-30,2,1,92,99,1,-9,-0.1
COc1ccc(-c2nc3n(c(=O)c2C#N)CCCS3)cc1,-1,-25,-38,-8,-1,99,97,11,-13,0.3

# Going on with the list.
SMILES,NPY-Y2 antag,Yeast lifespan up,Yeast growth inh,GALR2 blocker,Phagocytosis inh,HCT116 bCat-KO,PTEN del growth,Measles CPE,E-sel TNF inh,MRP-1 activ
CCS(=O)(=O)N1CCCC(C(=O)NCCc2ccc(OC)c(OC)c2)C1 (centres undefined),0,-6,-14,7,-1,95,99,4,-1,-1.9
C=CCNC(=O)c1ccccc1NC(=O)Cc1ccccc1[N+](=O)[O-],2,-3,-7,0,-13,94,98,12,.,-2.2
O=C(/C=C/c1ccco1)Nc1cccc2cccnc12,0,-9,-28,17,-3,90,89,24,.,-2.8
COc1ccc(-c2csc3nc(C)n(-n4cccc4)c(=O)c23)cc1OC,3,-12,-11,6,2,91,99,6,10,-0.4
CCOc1ccc2nc(NCCCNS(=O)(=O)c3ccc(C)cc3)c(C#N)cc2c1,-1,.,1,7,.,85,78,5,-1,-1.4
CC1(C)CC(=O)C2=C(C1)NC(SCC(N)=O)=C(C#N)C21CCCCC1,-4,-11,-25,-7,0,91,89,9,-13,-3.9
CC(C)CC(NC(=O)C(NC(=O)OC(C)(C)C)C(C)C)C(=O)N1CCCC1C(N)=O (centres undefined),2,-8,-8,-4,-1,93,92,18,.,-1.2
COC(=O)Cc1ccc(NC(=S)NCC(C)C)cc1,-1,0,7,3,-3,82,98,24,.,-1.4
CCCCC(c1nnnn1CC1CCCO1)N1CCN(Cc2ccccc2)CC1 (centres undefined),1,.,-11,6,.,96,95,13,0,-4.8
CCOC(=O)c1cnc2ccc(Br)cc2c1NCCO,2,-2,-33,-10,-2,82,91,13,3,-3.8
COc1ccccc1C(O)Cc1nc2ccccc2n1C (centres undefined),-1,-4,-31,-5,-1,104,104,11,6,0.0
CCOC(=O)N1CCC(NC(=O)CCc2nc(-c3ccc(C)cc3)no2)CC1,6,-3,-22,9,1,93,91,6,2,-0.9
CCCCNC(=O)Nc1nnc(-c2ccccc2)o1,3,-21,11,3,0,98,102&100,3,0,-0.8
CC(NS(=O)(=O)c1ccccc1)C(=O)Nc1nccs1 (centres undefined),0,-8,-18,7,.,89,92,3,2,-1.4
Cc1ccc(OCC(=O)N/N=C/c2cn[nH]c2-c2ccc(Cl)c(Cl)c2)cc1,0,-7,-41,-1,0,88,83,7,-41,-0.3
CCOCCCN1C(=O)CN(C2CCCCCC2)C(=O)C1c1ccc(OC)cc1 (centres undefined),1,5,-28,-4,.,94,87,3,-20,-1.8
Oc1ccccc1-c1nc(N2CCN(Cc3ccccc3)CC2)c2ccccc2n1,-2,-11,-80,14,-1,77,72,17,.,-1.5
CCOC(=O)NC(=O)C(=CNc1ccc(C)cc1)C(=O)NC(=O)OCC,2,0,-15,-9,-1,84,90,11,.,-0.9
NCCc1nnc(SCc2c(F)cccc2Cl)o1,4,-28,21,17,0,77,89,11,-54,-0.6
Cc1onc(-c2ccccc2Cl)c1C(=O)Nc1ccc(-c2cn3cccnc3n2)cc1,0,0,-40,-5,0,92,73,27,.,-2.1
COc1ccc2ccccc2c1C(O)c1nccn1C (centres undefined),1,-3,-29,-4,-1,86,79,0,-26,-1.6
COc1ccc(NC(=O)C(C)SCc2ccccc2)cc1OC (centres undefined),1,-4,-25,-1,-10,99,80,11,14,-0.4
Cc1ccc(CNC(=O)NC23CC4CC(CC(C4)C2)C3)cc1,3,0,-37,0,0,89,89,5,1,-0.6
CCN(C(=O)CCCC(=O)N(CC)c1ccccc1)c1ccccc1,2,4,-51,-5,-5,99,98,4,0,-0.7
COc1ccccc1NC(=O)CN(c1ccccc1F)S(C)(=O)=O,4,0,-10,7,-1,111,103,3,-2,-0.2
COc1cc(-c2nc3c(c(C)nn3-c3ccccc3)c3cc(OC)c(OC)cc23)ccc1O,0,-7,-57,-10,.,72,64,5,-32,-2.6
c1ccc(Oc2cccc(OCCCn3cncn3)c2)cc1,4,-14,-6,-5,-2,94,94,4,25,-1.3
c1ccc(Oc2cccc(CN3CCCCC3)c2)cc1,12,-5,-35,4,-1,92,88,4,-80,-1.1
COc1ccc(-c2noc(CN3C(=O)c4ccccc4C3=O)n2)cc1,5,-2,-46,-10,-1,103,110,37*,12,0.6
Cc1cc(NC(=O)NC2CCCN2S(=O)(=O)c2ccc(Cl)cc2)no1 (centres undefined),3,-10,17,13,-1,97,88,14,-9,0.3
CC(=NCCN1CCN(C(C)=C2C(=O)c3ccccc3C2=O)CC1)C1=C(O)CC(C)(C)CC1=O,2,31*,-41,-2,-7,91,87,5,.,-2.3
O=C(CSc1nc2[nH]ncc2c(=O)[nH]1)NCc1ccccc1,3,6,-28,8,-12,96,98,4,.,-0.5
O=C(Nc1cccc(F)c1)OC(CN1CCCCC1)C(F)(F)F (centres undefined),2,9,-35,-1,.,103,108,27,8,-0.8
CC(=O)Nc1cccc(NC(=O)c2cc3ccccc3o2)c1,0,-8,11,7,0,73,75,17,2,-0.1
CCCC(C(=O)N1CCOCC1)N1C(=O)C2C3C=CC(C3)C2C1=O (centres undefined),2,2,-19,1,0,101,106,17,.,0.6
Cc1ccc(N2CCN(C(=O)c3ccccc3NC(=O)/C=C\C(=O)O)CC2)cc1,1,-12,-7,-8,.,77,87,3,-12,-3.8
COc1ccccc1NC(=O)c1ccc(S(=O)(=O)N2CCCC2)cc1,3,-10,3,-7,.,92,96,12,100*,-0.8
CCc1[nH]nc2c1C(c1ccc(Br)s1)C(C#N)=C(N)O2 (centres undefined),14,58*,-26,3,1,34,33,21,0,-3.2
COc1cccc(OC)c1C(=O)Oc1ccc2c(c1)O/C(=C\c1ccncc1)C2=O,2,7,6,7,.,59,56,8,.,-3.4
COC(=O)c1c(C)[nH]c(C(C)=O)c1C,-2,-21,-30,-6,0,94,93,5,11,-3.1
NC(=O)N/N=C/c1ccccc1OCC(=O)NCc1ccccc1,2,12,-33,-14,-3,93,92,4,7,-1.7
Cc1c(C(=O)OC(C)C)nnn1-c1nonc1N,5,.,-35,8,.,101,106,5,-8,-0.5
Cc1ccc(-c2csc3ncnc(-n4nc(C)cc4N)c23)cc1,0,-6,28,6,-3,91,91,6,.,-1.9
CCOC(=O)C1CCN(C(=O)c2ccccc2NC(C)=O)CC1,2,7,-37,5,.,105,94,5,19,-1.0
CC(C)(C)C(=O)CC1(O)C(=O)N(Cc2ccc(Cl)cc2)c2ccccc21 (centres undefined),3,-10,-42,-8,.,78,86,4,-7,-0.6
O=[N+]([O-])c1cc2c(c(CSc3nnnn3-c3ccc(O)cc3)c1)OCOC2,5,0,-41,4,-9,62,61,35,.,-2.5
COc1cccc(-c2nc(-c3ccccc3)[nH]c(=O)c2C#N)c1,1,-16,-67,-5,.,95,82,26,-30,-2.0
CC1C/C(=N/NC(=O)c2cccs2)CC(C)(C)C1 (centres undefined),-2,-6,-8,13,0,96,99,3,-12,0.2
O=C(NC1CC1)c1cc(Cl)ccc1[N+](=O)[O-],2,-2,-29,4,0,90,91,2,27,-2.3
c1ccc(N2CCN(c3nc4cc5c(cc4s3)OCCO5)CC2)cc1,0,-19,-59,-9,-1,84,84,2,-8,0.6
O=C(CSc1nc2cc3c(cc2c(=O)n1CCC1=CCCCC1)OCO3)NCc1ccco1,5,0,-15,8,-1,95,94,3,-17,-4.8
COc1ccc(C2C(C(C)=O)=C(O)C(=O)N2c2nccs2)cc1 (centres undefined),-3,-10,-31,-18,-1,89,113,18,17,-0.2
Clc1ccc(-c2nnc(-c3ccccc3)nc2N2CCSCC2)cc1,7,1,-14,3,.,86,87,5,-36,-3.1
Nc1cc(=O)[nH]c(SCC(=O)N2CCc3ccccc3C2)n1,1,-4,-22,2,-2,103,97,7,-42,-1.5
CCOC(=O)c1cc(C(=O)OCC)c2ccccn2c1=O,0,-14,-32,-8,-1,102,108,3,20,-2.3
COc1cccc(C(=O)OCCN(C)C(C)(C)C)c1,3,-5,-5,-2,0,68,80,0,0,0.0
COc1cccc(/C=C2/SC(=S)N(CC(=O)Nc3nnc(C)s3)C2=O)c1,1,5,-26,3,.,88,98,4,16,8.8*
O=C(Oc1ccc(Cl)cc1)N1CCCCC1,1,-11,-52,-1,2,91,111,15,-8,1.2
Cc1cccc(CC2CC(=O)N(c3ncccn3)C2=O)c1 (centres undefined),1,-17,22,-11,-1,89,92,3,-4,-1.9
